m5-HT2A agonist: activates the mouse 5-HT2A serotonin receptor | P35363 | CHO-K1 mHTR2A beta-arrestin complementation, luminescence; percent of 30 µM serotonin response | activation, % at 7.6 µM | actives 0.66% (n = 360,000) | AID 624169;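 active means activation above a run cutoff, the mean activation of all tested compounds plus 3 SD, cut at about 14% in these data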;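 further: 0% = plate median of compound wells and 100% = 30 µM serotonin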
Target sequence (P35363 whole entry, looked up): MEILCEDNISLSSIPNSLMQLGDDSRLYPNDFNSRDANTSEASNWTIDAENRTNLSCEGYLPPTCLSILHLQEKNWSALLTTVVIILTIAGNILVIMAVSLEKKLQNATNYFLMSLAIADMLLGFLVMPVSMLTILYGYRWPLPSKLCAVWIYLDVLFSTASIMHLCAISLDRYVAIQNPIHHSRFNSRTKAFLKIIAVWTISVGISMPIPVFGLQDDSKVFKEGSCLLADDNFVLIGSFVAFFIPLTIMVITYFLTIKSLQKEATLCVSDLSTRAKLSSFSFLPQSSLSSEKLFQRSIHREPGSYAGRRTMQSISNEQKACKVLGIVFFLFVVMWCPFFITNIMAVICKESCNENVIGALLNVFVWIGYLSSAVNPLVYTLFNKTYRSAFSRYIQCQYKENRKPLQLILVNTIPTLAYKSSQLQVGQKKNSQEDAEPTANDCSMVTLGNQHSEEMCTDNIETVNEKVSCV
Glyco luc inh: blocks N-linked glycosylation in D54 reporter cells. reporter increase, % at 12.5 µM. AID 588692. actives 0.23% (n = 360,000). D54 ERlucT glycosylation luciferase reporter, 24 h; percent of 100 nM tunicamycin response;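 active means mean luciferase reporter signal, scaled so untreated is 0 and the glycosylation-blocking control 100, at or above a set limit in every replicate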;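 further: luciferase carries N-glycosylation sites so blocking glycosylation raises the light; 0% = median of neutral control wells and 100% = median of 100 nM tunicamycin wells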
PDI inh: PDI (human) enzyme inhibition; inhibition, % at 10 µM; P07237; PDI insulin aggregation turbidity, A650, 90 min; AID 588391; actives 0.052% (n = 350,000);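 active means mean inhibition across replicates of 30% or more, whatever share of single replicates reach that level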;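 further: absorbance from insulin aggregation driven by PDI reduction with DTT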
Exocytosis inh: lytic granule exocytosis inhibition. TALL-104 LAMP-1 surface exposure, flow cytometry; cells stimulated with thapsigargin and PMA. inhibition, % at 10 µM. actives 0.66% (n = 360,000);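 active means inhibition above about 55%, limit read from the data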
H9c2 protect: modulators protecting cardiomyocytes from myocardial damage; H9c2 cardiomyocytes, H2O2 injury protection, ATPLite, 2 h; protection from H2O2 cell death, % at 20 µM; actives 0.63% (n = 360,000); AID 588492;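 active means compounds giving at least 50% protection of heart cells from peroxide-induced death in the single-dose screen, raw or plate-pattern-corrected value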;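 further: 0% = DMSO wells with peroxide and 100% = DMSO wells without peroxide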
ABCB6 inh 2: human ABCB6 transporter inhibition. actives 0.19% (n = 360,000). Q9NP58. K562-ABCB6 porphyrin accumulation, flow cytometry, 1 h; stronger effect = lower value. fluorescence ratio to DMSO, % at 10 µM;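 active means fluorescence ratio to DMSO below 75%, the collection mean minus 3 SD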;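 further: signal is porphyrin accumulated inside mitochondria; 100% equals median channel fluorescence of DMSO control wells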
ABHD5 PLIN5 PPI: inhibitors of human ABHD5-perilipin-5 interaction. Q00G26+Q8WTS1. Split G. princeps luciferase complementation, luminescence, 4 h. inhibition, % at 4 µM. actives 0.78% (n = 360,000);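 active means inhibition above the mean inhibition across every tested compound plus 3 SD, cut at about 22% in these data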;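 further: 0% = DMSO only wells and the 100% control is not disclosed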
MC4R antag cAMP: human MC4R antagonism in cAMP assay. inhibition, % at 6.5 µM. MC4R-expressing cells, MTII-stimulated cAMP, LANCE TR-FRET. actives 0.48% (n = 360,000). AID 540295;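 active means inhibition above its plate's cutoff, the mean of tested wells on that plate plus 3 SD, cut at about 29% in these data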;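 further: 0% = Melanotan II alone and 100% = Melanotan II plus saturating MCL0020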
Target sequence (P32245 whole entry, looked up): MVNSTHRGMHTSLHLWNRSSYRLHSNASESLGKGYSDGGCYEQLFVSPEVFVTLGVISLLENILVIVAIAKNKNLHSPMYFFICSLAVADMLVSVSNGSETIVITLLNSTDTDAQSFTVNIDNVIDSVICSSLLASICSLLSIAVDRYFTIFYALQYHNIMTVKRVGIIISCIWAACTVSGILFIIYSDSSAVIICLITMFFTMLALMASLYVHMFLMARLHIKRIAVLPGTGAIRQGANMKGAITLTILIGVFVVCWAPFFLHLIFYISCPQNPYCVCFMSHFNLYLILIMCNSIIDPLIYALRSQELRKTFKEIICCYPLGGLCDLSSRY
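Material: human MC4R-expressing U2OS cells. Probe or stimulus: Melanotan II challenge. Dosing: 6.5 µM single dose. Times: 30-min compound, 1-h challenge, 1-h detection, room temperature. Technique: TR-FRET with Eu-cAMP and labeled anti-cAMP, 671 nm. Replication: singlicate.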
CaV13 FRET inh: Primary screen for inhibitors of IQ motif and Ca2+-dependent inactivation inhibitor domain binding in CACNA1D, Förster resonance energy transfer in living cells, …; actives 0.098% (n = 340,000); inhibition, % at 12.3 µM; HEK cells, CFP/YFP FRET ICDI-IQ, plate reader, 10 min; percent FRET-ratio fall versus neutral wells;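 active means mean replicate inhibition of at least 30% and at least 1% of replicates passing that level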;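 further: 0% = median of the neutral control wells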
MC4R barr agon: human MC4R agonism via beta-arrestin; P32245; U2OS MC4R beta-arrestin complementation, luminescence; percent of melanotan II response, DMSO zero; activation, % at 8.9 µM; actives 0.98% (n = 360,000); AID 540308;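 active means activation above a per-plate cutoff, the mean activation of sample wells on that plate plus 3 SD, cut at about 8% in these data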
* marks the source's active call; other numbers are inactive results; x = not tested or not shown.

Every second line gives: m5-HT2A agonist	Glyco luc inh	PDI inh	Exocytosis inh	H9c2 protect	ABCB6 inh 2	ABHD5 PLIN5 PPI	MC4R antag cAMP	CaV13 FRET inh	MC4R barr agon
Cn1c(Nc2ccc(Cl)cc2)cc(=O)n(C)c1=O
  4	1	-5	0	6	92	6	5	-2	-0.8
CC(C)C(NC(=O)c1c(F)cccc1F)C(=O)N1CCN(S(=O)(=O)/C=C/c2ccccc2)CC1 (stereo unspecified)
  8	1	10	0	-5	94	-10	7	-3	-0.2
CCNC(=S)NNC(=O)c1cccc(Br)c1
  1	-1	6	2	-5	96	7	7	-9	-3.4
COC(=O)C(Cc1ccccc1)NC(=O)c1ccc(C)cc1 (stereo unspecified)
  -1	0	10	5	7	100	-3	1	1	-1.6
CC(=NNc1nc2ccccc2o1)c1ncccn1
  -12	-11	-2	-2	9	93	3	1	-7	-3.4
CCOC(=O)C1CCCN(C2CC(=O)N(c3ccc(C(C)C)cc3)C2=O)C1 (stereo unspecified)
  2	0	-1	3	0	96	0	8	1	-1.4
COc1[nH]c(/N=C/c2ccccc2)c(C#N)c1C#N
  6	1	3	-1	4	98	4	7	-5	0.4
O=C(Nc1nc2c(s1)CN(Cc1ccccc1)CC2)C1CCC1
  0	-1	3	1	15	99	-12	17	-6	3.6
Cc1ccc(NC2CCCN(C(=O)c3cccc4nccnc34)C2)cc1C (stereo unspecified)
  4	3	9	10	2	107	2	9	-2	-3.8
Cc1ccc(NC(=O)c2cccc(-n3cnnn3)c2)cc1Cl
  -8	-3	7	2	-7	98	-3	12	-7	1.3
CN(C)/C=C(\C=O)c1c(Cl)cccc1Cl
  2	2	-1	-7	10	95	2	0	-2	-2.0
Cc1ccc2[nH]c(C(=O)Nc3ccc(F)cc3)cc2c1
  -4	-1	0	-8	-6	94	-6	-9	-2	0.6
Cc1cc2nc(SCC(=O)Nc3nonc3C)c3c(c2cc1C)CCCC3
  0	1	1	1	-11	84	-1	16	-10	-0.5
O=C(O)c1cc(N=Cc2c(O)c3ccccc3oc2=O)ccc1O
  5	2	-34	-5	1	93	0	-3	-3	-0.4
COC(=O)C(C)n1cnc2c(nnn2Cc2ccc(Cl)cc2)c1=O (stereo unspecified)
  1	1	-1	3	8	103	4	5	-5	2.8
COc1cc(NC(=O)c2cc3sccc3n2C)cc(OC)c1
  -4	-1	-9	-3	-2	100	-2	-2	-4	1.7
Cc1ccc(OCC(=O)Nc2ccc(CN3CCOCC3)cc2)cc1C
  -2	-1	-2	-1	-7	99	6	2	-9	-2.3
COC(=O)[C@@]1(Cc2ccccc2)[C@H]2C(=O)N(Cc3ccccc3)C(=O)[C@H]2[C@H]2CN=C(SCC3CC3)N21
  -5	1	3	3	15	99	-5	9	-5	0.4
Cc1cc(C)n(CCN(C)C(=O)CCc2nnc(CCC3CCCCC3)o2)n1
  11	1	5	-10	-2	107	-1	6	-4	-1.9
Cc1cccc(C)c1-c1ccc(CN2C(CC(C)C)C(=O)N(Cc3cn(CCO)nn3)CCS2(=O)=O)cc1 (stereo unspecified)
  5	2	25	5	23	101	1	21	-5	5.6
COc1ccc(C(=O)NC2CC2)cc1OC1CCN(Cc2ccc(F)cc2F)CC1
  -12	0	1	-1	1	103	-3	14	-3	-3.2
CCCOc1ccc(S(=O)(=O)NCc2ccc(OC)cc2)cc1
  7	1	-1	-3	-24	99	-9	12	-1	6.8
Oc1ccc(-c2nc3ccccc3nc2-c2ccc(O)cc2O)c(O)c1
  -7	1	22	19	4	97	2	-7	-7	-4.4
CCCCOc1ccc(C(C)NC(=O)C2CCCN(S(=O)(=O)CC)C2)cc1 (stereo unspecified)
  0	1	-1	-5	-5	104	3	9	-5	0.7
COc1ccc(NC(=S)c2ccc(N(C)C)cc2)cc1
  1	-3	-3	0	-2	103	3	15	-15	0.1
O=C(COC(=O)C1CCCN1C(=O)c1cccs1)Nc1ccc2c(c1)OCO2 (stereo unspecified)
  -4	5	1	2	-10	93	-8	-2	x	-3.0
O=C(CN1CCCc2ccccc21)Nc1ccccc1[N+](=O)[O-]
  -4	-4	-10	1	3	101	1	-2	x	0.1
Cc1ccccc1NS(=O)(=O)c1ccc(C(=O)N2CCCCCCC2)cc1
  2	-2	9	-3	-8	97	-13	7	-11	-1.9
O=C1c2ccccc2[C@@H]2C[C@@H](O)[C@H](Nc3cccc4ccccc34)CCN12
  -5	8	-1	2	-23	108	-17	2	-7	-4.0
Cc1[nH]c2ccc(C(=O)N3CCCCC3)cc2c1C
  2	-2	0	-1	4	94	8	16	x	-1.6
O=S(=O)(c1ccccc1)N1CCN(S(=O)(=O)N2CCCCC2)CC1
  0	0	0	-2	-5	101	-7	17	-4	-0.7
CCn1cc[n+](C)c1P(c1ccccc1)c1ccccc1
  1	1	-5	1	-11	398	1	-1	-20	-2.2
CC(C)OCC(O)CN1CCN(C(c2ccccc2)c2ccccc2)CC1 (stereo unspecified)
  -9	-1	-1	0	10	101	3	-1	-3	0.0
COc1ccc(N(C(=O)CNC(=O)c2ccco2)C(C(=O)NC2CCCCC2)c2ccco2)cc1 (stereo unspecified)
  -3	2	7	-1	15	91	1	-2	x	-1.0
COc1ccc(-c2csc3nc(C)n(-n4cccc4)c(=O)c23)cc1
  -5	4	-6	0	22	105	3	-1	-5	-1.6
COc1ccc(S(=O)(=O)N(C)CC(=O)NCCN2CCOCC2)cc1
  0	1	-24	6	4	98	4	-5	-3	-1.3
COc1ccccc1NC(=O)CN1CCC(c2nc3ccc(C)cc3[nH]2)CC1
  -2	1	4	1	5	100	-3	8	4	-1.1
Cc1nc(N2CCOCC2)c2oc3ccccc3c2n1
  6	0	-4	3	2	104	-13	-4	-6	0.1
COCC(=O)NC1CC2CCC(C1)N2C(=S)Nc1ccccc1C(=O)OC (stereo unspecified)
  3	0	1	4	-1	104	-2	17	-3	2.9
CC(C)(C)CC(C)(C)Nc1c(-c2ccc(O)cc2)nc2cnccn12
  5	-4	19	8	-8	100	7	7	-11	2.1
CN(C)S(=O)(=O)c1ccc(N2CCCC2)c(C(=O)Nc2ccc(N3CCOCC3)cc2)c1
  1	1	3	5	2	100	5	4	-4	-3.2
CC(=O)Cc1nsc(NC(=O)c2cccc(F)c2)n1
  -3	0	-5	2	-7	97	-5	2	-6	-1.2
C1=CCN(Cc2ccccc2)C1
  -5	3	-4	-1	4	95	-2	9	-6	-0.2
CC[C@@]12C(=O)N(c3ccccc3)C(=O)N1[C@H](c1ccc(OC)cc1)[C@@H]1C(=O)N(C(C)(C)C)C(=O)[C@@H]12
  4	-2	0	2	4	97	4	0	-11	-0.8
COC(=O)c1ccccc1OCCCN(C)C
  2	1	-2	-3	5	100	3	-5	-18	-1.1
O=C(CSc1ncccn1)NNC(=O)c1ccccc1
  12	3	5	-2	3	104	-3	2	x	-2.7
CC(=O)c1cccc(NC(=O)Cc2ccc3c(c2)CCCC3)c1
  2	0	-6	2	-9	97	-2	9	-5	0.1
O=C(c1ccco1)N1CCN(C(=O)c2ccc(Br)o2)CC1
  1	4	-4	-1	6	124	4	-2	-22	-0.8
COc1cccc(CC(=O)OCC(=O)NC2CCCCCC2)c1
  5	4	-6	-2	-2	99	-6	-2	x	-2.6
Cc1cc(C(=O)OCC(=O)NC(=O)c2cccn2C)c2ccccc2n1
  1	1	-2	-6	5	108	4	-2	-15	5.1

(cont.)
Every second line gives: m5-HT2A agonist	Glyco luc inh	PDI inh	Exocytosis inh	H9c2 protect	ABCB6 inh 2	ABHD5 PLIN5 PPI	MC4R antag cAMP	CaV13 FRET inh	MC4R barr agon
Cc1c(Cl)cccc1NC(=O)CCC(=O)NNC(=O)c1ccccc1
  7	0	-1	-3	5	93	0	-4	-6	-0.5
O=C(CSc1nc2ccc([N+](=O)[O-])cc2[nH]1)NC1CCCC1
  0	0	16	-5	-2	97	0	-1	-6	-1.2
Cc1[nH]c(=O)[nH]c(=O)c1S(=O)(=O)N1CCCC(C(=O)NCCc2ccc(Cl)cc2)C1 (stereo unspecified)
  -1	1	-5	-3	-2	99	-2	-6	x	-0.2
O=c1cc(N2CCc3ccccc3C2)[nH]c(=O)n1-c1ccccc1Cl
  4	-3	x	7	3	102	2	-9	-5	-2.4
Cc1ccc(/C=N/NC(=O)c2cccc(NC(=O)c3ccccc3C)c2)o1
  5	1	3	49	6	95	0	4	-2	-0.1
CC(C)N(C(=S)Nc1ccc(S(=O)(=O)N2CCOCC2)cc1)c1ccccc1
  -1	4	2	-6	6	99	-4	1	-9	-0.5
COC(=O)c1ccc(NS(=O)(=O)c2cc3c4c(c2)CCN4C(=O)CC3)cc1
  -3	1	2	4	2	99	-5	9	-6	-2.3
COc1cc(/C=N/NC(=O)c2ccc(=O)[nH]n2)ccc1O
  -3	1	9	-5	-1	95	-1	-5	-5	-1.4
O=C(CNCc1ccc(Cl)cc1)Nc1ccc(C(=O)N2CCCCC2)cc1
  -4	0	-3	11	-7	95	0	4	-7	1.3

Screens from PubChem BioAssay.
